High-throughput results (PubChem BioAssay)
Fam108B counter = mouse Fam108B serine hydrolase inhibitors, primary screen, counter-screen for RBBP9 inhibitor project, biochemical, fluorescence polarization. 300,000 tested, 0.33% active. inhibition, % at 9.51 µM. recombinant Fam108B, FP-Rh probe fluorescence polarization;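 active = inhibition above the screen mean inhibition plus 3 SD, computed separately per campaign, cut at about 18% in these data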;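 also: inhibitors lower polarization as less probe binds the enzyme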
Bcl-xL primary = inhibitors of human Bcl-xL, primary screen, biochemical, fluorescence polarization, HTS; 320,000 tested, 0.7% active; AID 2129, 2009; GST-Bcl-xL / FITC-Bim BH3 peptide fluorescence polarization; inhibition, % at 10.9 µM;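 active = inhibition above the mean of all tested compounds plus 3 SD, cutoff set per campaign, cut at about 30% in these data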;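 also: 0% = DMSO wells and 100% = unlabeled Bim-BH3 peptide competitor; inhibitors lower millipolarization by displacing the labeled peptide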
Target sequence (Q07817 whole entry, looked up): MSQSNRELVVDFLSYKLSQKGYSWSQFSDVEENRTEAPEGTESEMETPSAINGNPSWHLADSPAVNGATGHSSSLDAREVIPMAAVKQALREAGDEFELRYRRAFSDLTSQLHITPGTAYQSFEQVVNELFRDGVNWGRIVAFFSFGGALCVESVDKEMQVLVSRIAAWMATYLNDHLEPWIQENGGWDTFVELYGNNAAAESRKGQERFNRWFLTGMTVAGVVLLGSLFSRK
MEX-5 binding = MEX-5 zinc finger RNA-binding disruptors – biochemical, C. elegans, fluorescence polarization, MLPCN library, primary screen. Zinc finger protein mex-5 (Caenorhabditis elegans), Q9XUB2. MEX-5/FITC-TCR2 RNA binding; hits give low values. activity score (negative = inhibition of binding), % at 10 µM. 300,000 tested, 0.38% active. AID 1832, 2009;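 active = inhibition past about -25% in most replicates, and total fluorescence under double the plate's negative control median, limit read from the data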;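 also: 0% = DMSO and -100% = 5 µM competing unlabeled TCR2 RNA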
Target sequence (Q9XUB2 whole entry, looked up): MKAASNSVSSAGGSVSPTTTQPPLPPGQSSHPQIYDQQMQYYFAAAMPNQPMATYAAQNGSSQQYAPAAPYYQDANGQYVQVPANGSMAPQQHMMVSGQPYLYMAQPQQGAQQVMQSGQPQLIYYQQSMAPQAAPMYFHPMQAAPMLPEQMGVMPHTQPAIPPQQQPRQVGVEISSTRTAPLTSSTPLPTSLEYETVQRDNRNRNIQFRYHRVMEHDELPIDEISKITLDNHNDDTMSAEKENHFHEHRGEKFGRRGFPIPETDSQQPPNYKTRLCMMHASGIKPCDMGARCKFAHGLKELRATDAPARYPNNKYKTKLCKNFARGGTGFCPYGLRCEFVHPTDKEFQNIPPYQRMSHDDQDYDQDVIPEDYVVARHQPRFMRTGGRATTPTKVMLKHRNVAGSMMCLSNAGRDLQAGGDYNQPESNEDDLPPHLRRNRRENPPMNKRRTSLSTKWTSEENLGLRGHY
TPT1 inhibitor = Candida albicans TPT1 enzyme inhibitors, primary screen, biochemical, fluorescence polarization. tRNA 2'-phosphotransferase TPT1 (Candida albicans SC5314). recombinant caTPT1, FP RNA substrate dephosphorylation. inhibition, % at 5 µM. 300,000 tested, 0.81% active. AID 1962, 2009;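 active = inhibition above the mean of all tested compounds plus 3 SD, set per screening campaign, cut at about 24% in these data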;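 also: plate controls were DMSO alone for no effect and ferristatin control at 100 nM for full effect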
MCL1 BIM primary = inhibitors of MCL1 binding to BIM-BH3, primary screen, biochemical, fluorescence polarization. Induced myeloid leukemia cell differentiation protein Mcl-1 (Homo sapiens), Q07820. GST-MCL1 / FITC-Bim-BH3 fluorescence polarization. inhibition, % at 10.9 µM. 320,000 tested, 0.68% active. AID 2057, 2009;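 active = inhibition above the mean inhibition of all tested compounds plus 3 SD, set per campaign, cut at about 40% in these data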;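 also: 0% = DMSO wells and 100% = unlabeled Bim-BH3 peptide control; higher means more loss of mP so more displacement of Bim peptide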
Target sequence (Q07820 whole entry, looked up): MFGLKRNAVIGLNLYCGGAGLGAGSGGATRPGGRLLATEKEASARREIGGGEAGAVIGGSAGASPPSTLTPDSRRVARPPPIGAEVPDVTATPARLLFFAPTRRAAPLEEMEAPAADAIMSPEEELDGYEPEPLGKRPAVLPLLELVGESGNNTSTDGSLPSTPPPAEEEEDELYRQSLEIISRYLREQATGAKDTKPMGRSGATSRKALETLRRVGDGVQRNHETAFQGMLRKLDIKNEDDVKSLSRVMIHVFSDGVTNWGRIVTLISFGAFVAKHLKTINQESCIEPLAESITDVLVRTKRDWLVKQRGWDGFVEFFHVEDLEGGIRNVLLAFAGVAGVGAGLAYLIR
GSTO1 inh = inhibitors of recombinant GSTO1, primary screen, counter-screen for RBBP9 inhibitor project, biochemical, fluorescence polarization | Glutathione S-transferase omega-1 (Homo sapiens), P78417 | activity-based probe fluorescence polarization | inhibition, % at 5.96 µM | 300,000 tested, 1.1% active | AID 1974, 2009;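 active = inhibition above the campaign mean inhibition plus 3 SD, cut at about 35% in these data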;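 also: 0% = GSTO1-1 with DMSO and 100% = wells lacking GSTO1-1 enzyme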
GLD-1 RNA inh = GLD-1/TGE RNA complex disruptors, primary screen, biochemical, fluorescence polarization; Female germline-specific tumor suppressor gld-1 (Caenorhabditis elegans), Q17339; purified GLD-1 + fluorescein TGE RNA; inhibition, % at 5.96 µM; 320,000 tested, 0.44% active;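 active = percent inhibition above a per-plate cutoff, the plate mean of test compounds plus 3 SD, cut at about 30% in these data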;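 also: 0% = DMSO wells with GLD-1 and probe and 100% = wells lacking GLD-1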
PME-1 primary = PME-1 inhibitors via competitive probe labeling, primary screen, biochemical, fluorescence polarization, FP-Rh probe, HTS; 320,000 tested, 0.53% active; recombinant PME-1; AID 2130, 2009; Protein phosphatase methylesterase 1 (Homo sapiens), Q9Y570; inhibition, % at 5.9 µM;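 active = inhibition above the campaign mean of all compounds plus 3 SD, cut at about 26% in these data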;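 also: competitive labeling of PME-1 active site by serine hydrolase directed probe; 0% = PME-1 with DMSO and 100% = wells lacking PME-1 enzyme; inhibitors block probe labeling so polarization falls and inhibition rises; many of its hits are not listed in these tables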
PAD4 inh = human PAD4 inhibitors, primary screen, biochemical, fluorescence polarization, 1536-well format; Protein-arginine deiminase type-4 (Homo sapiens), Q9UM07; recombinant PAD4, RCA probe fluorescence polarization; inhibition, % at 6.36 µM; 330,000 tested, 0.41% active;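 active = percent inhibition above a cutoff equal to the mean of all tested compounds plus 3 SD, cut at about 15% in these data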;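 also: 0% = PAD4 with RCA probe and DMSO and 100% = probe without PAD4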
Starred values were filed as active, the others as inactive; · = no result given.

SMILES,Fam108B counter,Bcl-xL primary,MEX-5 binding,TPT1 inhibitor,MCL1 BIM primary,GSTO1 inh,GLD-1 RNA inh,PME-1 primary,PAD4 inh
CC(C)C(C(=O)NCc1ccco1)N(CC1CCCO1)C(=O)CNS(=O)(=O)c1ccc(F)cc1 (stereo not drawn),0,3,-1.1,0,7,0,2,3,-5
N=C1C(c2nc3ccccc3c(=O)[nH]2)=C(O)CN1CCO,4,3,0.5,-2,2,-4,2,-7,0
O=S(=O)(Nn1c(O)c(C=C2N=c3ccccc3=N2)sc1=S)c1ccccc1,9,11,-3.6,3,6,-8,-8,0,-6
CCCCn1c(=O)[nH]c(=O)c2c1nc(COc1ccc(C#N)cc1)n2CCC,0,3,1.4,0,7,5,-2,0,-1
COCCN1CCn2c(nc3cc(NC(=O)Cn4nc(C)c5ccccc5c4=O)ccc32)C1,-1,2,-0.2,2,23,2,3,1,2
CC1(C)CC(=O)c2sc(NC(=O)CN3CCCCC3)nc2C1,0,-5,0.5,3,1,8,0,-4,-19
CC(C)(Oc1ccc(Cl)cc1)C(=O)NC1CCCCC1,-3,0,2.5,-2,2,-1,7,-8,-2
COc1ccc(OC)c(C(c2nnnn2Cc2ccco2)N2CCN(C)CC2)c1 (stereo not drawn),-5,1,-1.9,-3,3,2,4,6,1
O=C(/C=C/c1ccc(OC2CSC2)cc1)c1ccc(Cl)cc1,0,-1,0.4,3,0,-2,-4,2,-7
CC(=O)c1ccccc1NC(=O)CSc1nnc(Cc2csc(C)n2)o1,5,-2,-7.0,2,-1,4,6,-3,0
CCC(c1nnnn1C(C)(C)C)N1CCN(c2cc(Cl)ccc2C)CC1 (stereo not drawn),-5,0,-0.5,-4,5,4,4,-7,-4
Cc1nc(SCc2ccccc2)c([N+](=O)[O-])[nH]1,0,0,-1.6,0,-3,3,-5,1,-2
O=C(NCc1cccs1)C1CCC(CNS(=O)(=O)c2ccc(Br)s2)CC1 (stereo not drawn),-3,1,-1.2,-2,-4,7,-5,-3,-4
Cn1c(-c2ccccc2Br)n[nH]c1=S,1,-10,1.1,1,-20,3,0,3,3
CC(C)CNc1nc(N)c([N+](=O)[O-])c(N2CCCCCC2)n1,3,2,1.1,0,-3,3,1,-1,2
Cc1nc(NC(=S)NC(=O)c2cncc(Br)c2)ccc1Br,2,7,0.0,-4,8,-3,2,3,-5
Cc1ccc(S(=O)(=O)N/N=C\c2cc([N+](=O)[O-])ccc2Cl)cc1,5,10,1.9,-1,10,6,7,0,0
O=[N+]([O-])c1ccc(C2Oc3ccccc3C3CC(c4ccccc4)=NN32)s1 (stereo not drawn),5,-11,·,13,-19,10,-10,-3,-12
O=C(c1ccc(F)c(F)c1)N1CCCc2ccccc21,2,4,2.2,-4,1,2,6,2,2
COc1cc2ccccc2cc1C(=O)OCC(=O)N1CCOCC1,1,-4,0.5,-1,2,1,7,13,-1
Cc1ccc(CNC(=S)Nc2ccc(C)c([N+](=O)[O-])c2)cc1,1,5,-0.3,-1,5,-4,2,-6,1
CC(OC(=O)c1ccc2ncsc2c1)C(=O)NC1CCCCC1C (stereo not drawn),-1,-1,-1.3,-1,1,7,4,0,-2
CC(C)(Oc1ccc(Cl)cc1)C(=O)Nc1ccc(S(=O)(=O)Nc2ncccn2)cc1,5,2,4.0,-8,9,4,4,-7,4
CC(C)CCNC(=O)c1cc(-c2ccco2)nc2ccccc12,4,7,-1.9,0,2,-3,9,-1,3
CCc1nnc(NC(=O)C2CC(=O)N(C3CCCC3)C2)s1 (stereo not drawn),2,-3,-3.5,2,-1,0,-1,4,-2
Cc1cccc(N2C(=O)C(O)=C(C(=O)c3cccs3)C2c2ccccc2)n1 (stereo not drawn),-3,1,-0.3,-3,4,3,4,1,1
CC1(C)Cc2c(sc3nc(SCC(=O)NCc4ccco4)n(-c4ccccc4)c(=O)c23)CS1,-12,3,2.1,3,11,-27,-1,-4,-3
O=C(Nc1ccc(OC(F)F)c(Cl)c1)c1cccc(OC(F)F)c1,-13,-9,-0.4,2,-9,-15,2,-44,-10
CC(C)(C)C1CCC(C(=O)NNC(=O)c2ccncc2)CC1 (stereo not drawn),-2,-4,-1.6,1,-1,6,1,5,3
O=C1C=C(c2ccc(-c3ccccc3)c(F)c2)C[C@@H](c2ccc(F)cc2)C1,·,-2,·,·,-1,·,-6,-2,-4
Cc1cccc(C)c1NC(=O)c1sccc1SCC#N,4,3,0.2,0,2,-1,5,-3,-3
CC(C(=O)NC1=NCCS1)(C(F)(F)F)C(F)(F)F,-3,2,2.7,1,4,0,5,-4,-6
Cc1c(C(=O)Nc2ccccn2)oc2ccccc12,2,5,-1.2,-1,-1,2,-1,3,-4
COc1ccccc1CNS(=O)(=O)c1cc(C)ccc1OC,2,1,2.2,0,7,1,6,8,0
Cc1ncc(CO)c(/C=N/Nc2cccc(Cl)n2)c1O,0,0,1.1,-1,11,13,-9,-4,-5
N#Cc1nc(-c2ccccc2)oc1N1CCCCC1,-1,2,-2.3,0,1,0,5,1,-5
CC(=O)c1cccc(NC(=O)N2CCC(c3nnc(SCC(N)=O)n3C)CC2)c1,5,5,-2.0,-5,6,20,0,-1,-2
CC(C)NC(=O)COC(=O)c1ccc(Cl)c(S(=O)(=O)N2CCCC2)c1,5,9,-0.8,0,6,2,3,1,-4
C=CCNCC(=O)Nc1ccccc1SCC(=O)Nc1ccsc1C(=O)OC,3,1,2.9,-2,12,2,0,10,-1
COc1cc(C(c2c(C)[nH][nH]c2=O)c2c(C)[nH][nH]c2=O)cc([N+](=O)[O-])c1O,8,2,-81*,3,10,34,1,-11,-9
COc1ccccc1Nc1nc(NCCCCO)nc(N2CCCC2)n1,3,2,1.7,-2,4,4,-4,7,-3
Cc1ccc(NC(=O)CSc2ccc(-c3ccc(-n4cccn4)cc3)nn2)c(C)c1,0,7,0.2,-4,5,10,-1,3,-2
Cc1ccc(C2=N/C(=C\N3CCCCC3)C(=O)O2)cc1,1,-3,2.3,1,0,5,0,10,-2
COc1ccc(N=c2oc3cc(O)ccc3cc2C(=O)Nc2ccccn2)cc1OC,16,10,-5.4,5,9,9,-5,9,-2
COc1ccccc1N(CC(=O)N1CCc2ccccc2C1)S(C)(=O)=O,2,3,-0.4,-8,2,17,-3,-1,-4
COc1ccc(N(C(=O)COc2ccccc2)C2C=CS(=O)(=O)C2)cc1 (stereo not drawn),-2,-2,1.1,-2,5,0,6,10,2
O=C(Nc1ccc(F)cc1)OCCOc1ccc(Br)cc1,-3,0,1.4,-4,3,-7,6,3,2
CC(=O)NC(C)c1ccc(Cl)c(Cl)c1 (stereo not drawn),-5,6,-0.6,2,3,-1,-10,-13,-5
COC(=O)CCC(=O)NC(=S)Nc1ccc(S(=O)(=O)Nc2cc(OC)nc(OC)n2)cc1,-2,0,0.5,1,10,-3,-4,1,-2
O=C1C=C(c2cc3ccccc3s2)CCC1,3,3,-2.5,-2,1,2,2,4,-6

Following part:
SMILES,Fam108B counter,Bcl-xL primary,MEX-5 binding,TPT1 inhibitor,MCL1 BIM primary,GSTO1 inh,GLD-1 RNA inh,PME-1 primary,PAD4 inh
CCc1ccc(S(=O)(=O)Nc2ccc(-c3ccc4nncn4n3)cc2)s1,0,4,-0.5,0,2,1,2,6,-6
COC(=O)c1sc2cc(C(F)(F)F)cnc2c1-c1ccccn1,-4,-2,-0.6,0,0,-2,5,-4,-2
CCC(=O)N1CCC(NC(=O)Nc2ccc(OC(F)(F)F)cc2)CC1,·,6,·,·,1,·,5,-2,2
CCOc1cc(/C=N/NC(=O)OC)ccc1OCCSc1ccc(Cl)cc1,0,6,-1.1,-3,5,3,7,-7,0
O=C(NCc1ccccc1)N1CCN(c2ccccc2F)CC1,1,2,1.4,-5,5,-1,-9,3,4
O=C(Cn1nc(CNc2ccc(Cl)cc2)[n+]2c1CCCCC2)c1ccccc1,6,6,1.3,-7,6,1,-1,8,-2
N#CCN1C(=S)N=C(Nc2cccc(Cl)c2)C12CCCCC2,-12,-5,-3.2,0,-3,-8,-4,-3,-9
CCC1C(=O)NCCN1C(=O)c1ccc(OC)c(OC2CCN(C(C)=O)CC2)c1 (stereo not drawn),4,1,4.8,1,-3,2,8,-2,1
COC(=O)c1cccc2c1-c1ccccc1/C2=N/O,-2,9,-1.4,-4,15,-14,9,-22,-2
CCN(CCNC(=O)C1CCN(S(=O)(=O)c2cccc3cccnc23)CC1)c1ccccc1,-1,1,-1.4,-6,0,3,0,12,1
Cn1ccnc1SCC(=O)Nc1ccc2c(c1)OC(F)(F)O2,2,0,0.8,-1,-4,9,5,-2,-2
Cc1ccc(C(=O)Nc2cccc(NC(=O)c3ccc(C)c([N+](=O)[O-])c3)n2)cc1[N+](=O)[O-],-34,4,2.4,-1,-3,-11,4,-58,-3
CCC1C(C#N)=C(SC)NC2=C1C(=O)CC(C)(C)C2 (stereo not drawn),-2,1,0.5,-1,0,-1,3,-4,4
COC1CCN(C(=O)C2CCC(=O)N(C3CCCCCC3)C2)CC1 (stereo not drawn),-1,5,·,0,7,10,-3,1,-1
CC1CCCCN1CCn1c(=S)[nH]c2ncccc2c1=O (stereo not drawn),-5,6,-2.2,-1,8,4,0,-2,-3
O=C(CN1C(=O)C2C3CC(C(Br)C3Br)C2C1=O)N1CCOCC1 (stereo not drawn),1,2,1.4,0,3,0,3,4,1
COc1ccccc1/C=C/C=N/n1c(-c2ccccc2)n[nH]c1=S,-5,-30,-1.2,4,-14,-2,-1,2,1
CCn1c(SCC(=O)N2CCCCC2)nnc1-c1ccc(S(=O)(=O)N2CCN(C)CC2)cc1,1,3,1.2,0,1,-4,2,-4,-1
COc1ccc(N2C3=[N+](CCCC3)CC2(C)O)cc1 (stereo not drawn),-4,2,-1.8,-3,3,-5,4,1,13
CCOc1ccc(OCc2ccc(C(=O)NN)o2)cc1,0,2,0.3,-1,2,8,0,-2,0
CC1=NN(c2ccccc2)C(=O)/C1=C\C=C\c1ccccc1,6,6,-0.5,-1,4,18,2,0,-1
Cc1ccc(-c2c(C#N)c(N)n(-c3ccccc3)c(=O)c2C#N)cc1,-2,1,0.8,-1,0,2,-4,3,-2
COC(=O)C1=C(N)Oc2cc(C)n(Cc3cccnc3)c(=O)c2C1c1cccc(OC)c1OC (stereo not drawn),6,7,2.1,0,8,-2,-2,-2,-1
Cc1nnc(SCc2ccccc2)[nH]c1=O,-3,2,-4.9,-5,0,-6,1,-1,-2

The list is partial; count on the stated rates, not on these rows.
